# Screening results from PubChem.
# Pol kappa inh = qHTS for Inhibitors of Polymerase Kappa | DNA polymerase kappa (Homo sapiens), Q9UBT6 | purified Pol kappa, fluorescent DNA synthesis assay, 10 min | Potency, µM (top dose mostly 107 µM), for inactives: at the top dose activity, negative = inhibition, usual class: inhibitors | 400,000 compounds, 0.53% hits | AID 588579, 2011; also: potency is read from the fitted curve at half-maximal effect; % is scaled to controls: 0 for no effect and ±100 for the full control effect
#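 Activity was followed as the change in fluorescence between reads at 0 and 10 min after starting the reaction with 50 nM substrate. Beforehand, 10 nM polymerase had been preincubated with compound for 15 min at room temperature.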
# Apoferritin bind = qHTS Assay for Identification of Novel General Anesthetics; Ferritin light chain (Equus caballus), P02791; apoferritin/1-aminoanthracene competitive binding, fluorescence; Potency, µM (series often up to 77.5 µM), inactives show top-dose activity change, negative = displacement, hits mostly inhibitors; 350,000 compounds, 0.074% hits; AID 485281, 2010; also: potency is read from the fitted curve at half-maximal effect; % is scaled to controls: 0 for no effect and ±100 for the full control effect; nearly all actives have a fitted effect of over 20% in size
# Target sequence (P02791 2-175 limits assumed): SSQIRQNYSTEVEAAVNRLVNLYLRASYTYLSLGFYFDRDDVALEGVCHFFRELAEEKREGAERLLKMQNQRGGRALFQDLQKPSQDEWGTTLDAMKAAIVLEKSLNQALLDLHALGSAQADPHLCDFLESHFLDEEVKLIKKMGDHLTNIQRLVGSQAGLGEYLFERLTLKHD
#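 Horse-spleen apoferritin (10 uM) in 50% saturated 1-aminoanthracene in PBS was incubated 10 min at room temperature with compound. Fluorescence (ex 380, em 535 nm) was normalized to free and bound 1-AMA, with concentration-response fitted by a four-parameter Hill equation.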
# POLH inh = qHTS for Inhibitors of Polymerase Eta; AID 588591, 2011; DNA polymerase eta (Homo sapiens), Q9Y253; 390,000 compounds, 1.2% hits; Potency, µM (highest dose often 114 µM), inactives show at the top dose activity change, negative = inhibition, actives largely listed as inhibitors; recombinant Pol eta, fluorescent DNA replication assay; also: potency is read from the fitted curve at half-maximal effect; % is scaled to controls: 0 for no effect and ±100 for the full control effect
# Target sequence (Q9Y253 whole entry, looked up): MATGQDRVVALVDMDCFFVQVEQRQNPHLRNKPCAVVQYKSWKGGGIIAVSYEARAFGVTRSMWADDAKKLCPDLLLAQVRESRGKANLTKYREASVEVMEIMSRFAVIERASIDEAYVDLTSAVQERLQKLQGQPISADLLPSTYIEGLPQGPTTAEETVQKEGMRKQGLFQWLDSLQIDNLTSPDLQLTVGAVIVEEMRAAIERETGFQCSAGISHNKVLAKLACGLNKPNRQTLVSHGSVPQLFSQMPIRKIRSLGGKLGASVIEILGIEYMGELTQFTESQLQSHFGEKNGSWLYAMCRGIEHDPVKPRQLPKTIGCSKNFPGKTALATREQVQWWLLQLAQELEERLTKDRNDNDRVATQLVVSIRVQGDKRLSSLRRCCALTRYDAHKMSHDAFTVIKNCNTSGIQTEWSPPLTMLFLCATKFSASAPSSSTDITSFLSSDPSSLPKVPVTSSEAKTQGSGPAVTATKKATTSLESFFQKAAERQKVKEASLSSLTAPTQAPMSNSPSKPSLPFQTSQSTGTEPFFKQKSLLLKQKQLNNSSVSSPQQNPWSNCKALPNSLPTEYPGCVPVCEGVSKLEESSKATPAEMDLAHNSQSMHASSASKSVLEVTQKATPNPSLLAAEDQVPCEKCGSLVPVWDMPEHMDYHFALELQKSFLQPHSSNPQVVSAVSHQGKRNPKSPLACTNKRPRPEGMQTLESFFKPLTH
#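 Pol eta at 10 nM preincubated with compounds 15 min at room temperature; reaction started with fluorescent substrate (50 nM final) and read kinetically at 0 and 10 min.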
# ERG Ets-DNA blk = qHTS for Small Molecule Inhibitors of the ERG Ets/DNA interaction. fluorescence polarization, His-ERG Ets domain / labelled DNA. Potency, µM (doses to about 76.9 µM), for inactives: at the top dose FP activity, negative = inhibition, most hits filed as inhibitors. 370,000 compounds, 0.028% hits; active = well fitted inhibition curve with a large enough effect in the polarisation, with a control signal flat; inconclusive = small, poorly fitted or top-dose-only effect, or effect the other way, or a change in a side signal; inactive = no such curve, though single readings can be large or run the other way; the % refers to the polarisation;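 also: polarization taken with two DNA probes labelled with fluorescein and Texas red; potency is read from the fitted curve at half-maximal effect; % of control where 0% means no effect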
#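 His-tagged ERG Ets domain (1 uM in the protein solution; 300mM KCl, 50mM Tris-HCl, 1mM EDTA, 1mM DTT, pH 7.5) received compound, then a probe mix of 5 nM fluorescein-DNA and 100nM Texas-615-DNA. Fluorescence polarization was read for both dyes.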
# LDHA block = qHTS assay for inhibitors of human lactate dehydrogenase; L-lactate dehydrogenase A chain (Homo sapiens), P00338; activity change, % (values are at about 110 or 230 µM); purified LDHA, NADH/diaphorase-resazurin fluorescence; hits give low values; AID 1347041, 2019; 480,000 compounds, 0.15% hits; in the data active = activity change below about -30%; inconclusive = mostly about -25% to -30%;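 also: plate controls were DMSO wells for no effect and wells without enzyme for full effect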
#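 Resorufin fluorescence (ex540/em590), read at 0 and 20 min after diaphorase/resazurin addition, reports the NADH left after a 5 min room-temperature reaction of 2 nM human LDH5 with 0.06 mM NADH and 0.2 mM pyruvate.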
# Pol beta inh = qHTS Assay for Inhibitors of DNA Polymerase Beta | Pol beta primer extension/strand displacement, fluorescence kinetic | Potency, µM (titrated, usually from 114 µM), for inactives: at the highest dose activity change, negative = inhibition, most hits filed as inhibitors | 340,000 compounds, 1.3% hits | AID 485314, 2010; also: potency is read from the fitted curve at half-maximal effect; % is scaled to controls: 0 for no effect and ±100 for the full control effect
#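 Human Pol beta at 10 nM; strand-displacement substrate 50 nM final. Compound exposure 15 min at room temperature before start, reaction 10 min at room temperature.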
# APE1 inh = qHTS Assay for Inhibitors of the Human Apurinic/apyrimidinic Endonuclease 1 (APE1); Potency, µM (doses to about 65.8 µM), without a hit: at the highest dose activity change, negative = inhibition, actives largely listed as inhibitors; recombinant APE1, TAMRA/BHQ-2 abasic DNA cleavage fluorescence; AID 2517, 2012; DNA repair nuclease/redox regulator APEX1 (Homo sapiens), P27695; 350,000 compounds, 0.35% hits;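 also: potency is read from the fitted curve at half-maximal effect; plate controls were vehicle for no effect and reference inhibitor for full effect; nearly all actives have a fitted effect of over 55% in size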
#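 Activity was derived from the fluorescence gain between first and third kinetic reads (60 s intervals, ex 525/em 598 nm) after 50 nM THF-abasic TAMRA/BHQ-2 duplex was added to 0.75 nM APE1 preincubated 15 min with compound.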
# RGS4 inhibitor = Inhibitors of Regulator of G Protein Signaling (RGS) 4: qHTS; 390,000 compounds, 0.039% hits; Regulator of G-protein signaling 4 (Homo sapiens), P49798; AID 504845, 2011; Transcreener GDP fluorescence polarization, RGS4-accelerated GTP hydrolysis; Potency, µM (doses to about 114 µM), without a hit: at the highest dose activity change, negative = inhibition, actives largely listed as inhibitors; also: potency is read from the fitted curve at half-maximal effect; % is scaled to controls: 0 for no effect and ±100 for the full control effect; nearly all actives have a fitted effect of over 75% in size; some results filed as inactive show a strong effect at the top dose
#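 MLSMR compounds (23 nl, pin-transferred) preincubated 10 min at room temperature with a 500nM (2x) first reagent, then RGS4 at 900nM (2x) plus Transcreener GDP mix added; fluorescence polarization (620/688 nm) read before and after 90 min at 30 °C.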
# ALOX12 inh = Primary qHTS assay for inhibitors of human arachidonate 12S-lipoxygenase (ALOX12): Round 2; purified 12hLO, xylenol orange hydroperoxide absorbance; Polyunsaturated fatty acid lipoxygenase ALOX12 (Homo sapiens), P18054; 580,000 compounds, 1.1% hits; Potency, µM (titrated, usually from 108 µM), for the others: at the top dose activity change, negative = inhibition, most hits filed as inhibitors; also: potency is read from the fitted curve at half-maximal effect; % is scaled to controls: 0 for no effect and ±100 for the full control effect
#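 Purified human 12hLO (150 nM final) in 25 mM Hepes, 0.01% Triton X-100, pH 7.0 was preincubated 15 min at room temperature with compound. Then 40 uM arachidonic acid was added, 30 min. Hydroperoxide was read by Fe-XO absorbance ratio 573/405 nm.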
# * marks the source's active call; other numbers are inactive results; i = inactive; ? = inconclusive; · = no result given; & = joins results of further samples; [ ] = remark or other dose. Unless noted, calls follow the shape of the dose curve; as a rule, active = well fitted curve in the direction sought with a large enough effect; inconclusive = small, poorly fitted or top-dose-only effect, or another doubt; inactive = no such curve, though single readings can be large; an effect the other way counts as inactive or inconclusive. The list is partial (hit frequency here may not be typical).
entry	SMILES	Pol kappa inh	Apoferritin bind	POLH inh	ERG Ets-DNA blk	LDHA block	Pol beta inh	APE1 inh	RGS4 inhibitor	ALOX12 inh
1	CCN(CC)CCCNc1nc2ccccc2[nH]1	-19%	4%	-4%	-3%	-9	0%	1%	-12%	-29%
2	CC(=O)c1c(C)[nH]c(C(=O)OCc2nnc(-c3ccccc3)o2)c1C	-14%	-14%	-2%	1%	-4	10%	-3%	-37%	0%
3	O=C(CSc1nnnn1-c1ccc2c(c1)OCCO2)c1cccc2c1OCCO2	-9%	-15%	-10%	-8%	-3	34%[activator]	-4%	-52%	3%
4	Cc1ccccc1-n1nnnc1SC(C)C(=O)Nc1ccc(N2CCN(C)CC2)cc1 (centres undefined)	-10%	-15%	-10%	5%	2	38%	21%	-1%[11.4 µM]	9%
5	COC(=O)CSc1nnc(CNC(=O)c2ccco2)n1-c1ccc(F)cc1	14%	-7%	-10%	1%	-3	27%	11%	12%	-4%
6	NS(=O)(=O)c1ccc(CCNC(=O)c2ccc(Cn3c(=O)[nH]c4ccccc4c3=O)cc2)cc1	-2%	-9%	-1%	-7%	-5	?	-5%	1%[56.9 µM]	?
7	CCN(CC)S(=O)(=O)c1cc(NC(=O)C2CSC3(C)CCC(=O)N23)ccc1C (centres undefined)	10%	·	-9%	16%	2	·	9%	-39%	18%
8	NC(=O)C[C@@H]1NC(=O)c2cc([N+](=O)[O-])cc(F)c2NCCCC[C@@H](C(N)=O)NC(=O)[C@H](CO)NC1=O	·	-16%	·	·	·	0%	6%	·	?
9	Cc1ccc(S(=O)(=O)N2CCCCC2)cc1C(=O)Nc1ccc(S(=O)(=O)Nc2ncccn2)cc1	79µM*	0%	14µM*	-6%	-1	?	?	-2%	-2%
10	CCn1c(SCc2ccccc2C)nc(=O)c2c(C(=O)OC)cc(C3CC3)nc21	-4%[60.1 µM]	20%	-10%	2%	-4	-12%	·	19%	?

# Entries of single compounds, looked up by structure. Order of screens: Pol kappa inh, Apoferritin bind, POLH inh, ERG Ets-DNA blk, LDHA block, Pol beta inh, APE1 inh, RGS4 inhibitor, ALOX12 inh
# COC(=O)CSc1nnc(CNC(=O)c2ccco2)n1-c1ccc(F)cc1 is listed as 14%, -7%, -10%, 1%, -3, 27%, 11%, 12%, -4%
# NC(=O)C[C@@H]1NC(=O)c2cc([N+](=O)[O-])cc(F)c2NCCCC[C@@H](C(N)=O)NC(=O)[C@H](CO)NC1=O is listed as ·, -16%, ·, ·, ·, 0%, 6%, ·, ?

# The list goes on.
entry	SMILES	Pol kappa inh	Apoferritin bind	POLH inh	ERG Ets-DNA blk	LDHA block	Pol beta inh	APE1 inh	RGS4 inhibitor	ALOX12 inh
11	O=C(NNC(=O)c1ccc(F)c(S(=O)(=O)N2CCOCC2)c1)c1ccc([N+](=O)[O-])cc1	13%	·	-10%	11%	2	·	13%	6%	?
12	Clc1ccccc1-c1ncc2ccccn12	-7%	-23%	-13%	14%	-17	-23%	-2%	6%	22µM*
13	Cc1ccc(CNC(=O)c2ccc3oc(=O)n(Cc4ccccc4)c3c2)cc1	-12%[60.1 µM]	-8%	-18%	0%	-8	-11%	·	16%	-30%
14	Cc1ccc(CNC(=O)c2cn(C)c3ccc(S(=O)(=O)N4CCOCC4)cc3c2=O)cc1	-3%&5%	-8%&2%	-25%&-16%	0%&6%	-3&-3	2%&2%	17%	-23%&-6%	-2%&11%
15	CCOc1ccc(S(=O)(=O)NCCCn2ccnc2)cc1	1%	-3%	-1%	-3%	-9	5%	16%	34%	-5%
16	CCn1nnnc1SCC(=O)Nc1ccc(OC)cc1	6%	-1%	6%	0%	-3	0%	1%	10%	0%
17	NC(=O)Cn1c(=O)n(CCCC(=O)NC2CCN(Cc3ccccc3)CC2)c(=O)c2ccccc21	2%	-2%	-20%	11%	1	-2%	3%	?	42%[activator]
18	Cc1noc(C)c1NC(=O)Nc1cccc2c1O[C@@H](CN(C)C(=O)Nc1ccc3c(c1)OCO3)[C@@H](C)CN([C@H](C)CO)C2=O	4%	·	-7%	8%	3	·	10%	-4%	2%
19	Cc1ccc(OC2CCN(C(=O)C3CCC(=O)N(C4CC4)C3)CC2)cc1 (centres undefined)	-5%	-1%	-14%	0%	-6	2%	16%	17%	i
20	COc1ccc(C=O)cc1COc1ccc(Cl)cc1[N+](=O)[O-]	-3%	-15%	-4%	1%	-4	30%	2%	14%	-11%
21	C=CCn1c(=NC(=O)c2cccs2)sc2cccc(OC)c21	-4%	-20%	-10%	14%	-8	-1%	-11%	-4%	5%

# Grouped by structure, the entries above containing a halogen.
entry	SMILES	Pol kappa inh	Apoferritin bind	POLH inh	ERG Ets-DNA blk	LDHA block	Pol beta inh	APE1 inh	RGS4 inhibitor	ALOX12 inh
5	COC(=O)CSc1nnc(CNC(=O)c2ccco2)n1-c1ccc(F)cc1	14%	-7%	-10%	1%	-3	27%	11%	12%	-4%
8	NC(=O)C[C@@H]1NC(=O)c2cc([N+](=O)[O-])cc(F)c2NCCCC[C@@H](C(N)=O)NC(=O)[C@H](CO)NC1=O	·	-16%	·	·	·	0%	6%	·	?
11	O=C(NNC(=O)c1ccc(F)c(S(=O)(=O)N2CCOCC2)c1)c1ccc([N+](=O)[O-])cc1	13%	·	-10%	11%	2	·	13%	6%	?
12	Clc1ccccc1-c1ncc2ccccn12	-7%	-23%	-13%	14%	-17	-23%	-2%	6%	22µM*
20	COc1ccc(C=O)cc1COc1ccc(Cl)cc1[N+](=O)[O-]	-3%	-15%	-4%	1%	-4	30%	2%	14%	-11%
